Vif-APOBEC3G blk: blocks the Vif interaction with human APOBEC3G; HeLa A3G-eYFP + Vif (tagged APOBEC3G with the HIV-1 protein that degrades it), YFP fluorescence, overnight; Potency, µM (series often up to 46.1 µM), for inactives: top-dose activity, negative = active, usual class: inhibitors; hit rate 0.076% among 410,000;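 further: potency means the concentration at half of the fitted maximal effect; on the % scale 0 is the no-effect control and ±100 the full control effect; nearly all actives have a fitted effect of over 60% in size; hits raise eYFP signal because A3G escapes Vif-driven loss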
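HeLa cells stably expressing Vif and C-terminally eYFP-tagged A3G, seeded overnight at 37 deg C, then exposed to compound by pintool overnight at 37 deg C. Rise in yellow fluorescence (Ex 488/Em 500-530, Acumen) marks blocked Vif-driven A3G degradation.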
USP1 inh: blocks the human USP1/UAF1 deubiquitinase complex; recombinant USP1/UAF1, Ub-Rhodamine cleavage fluorescence; O94782; hit rate 0.23% among 390,000; Potency, µM (series often up to 57.1 µM), inactives show at the highest dose activity change, negative = inhibition, most hits filed as inhibitors; further: potency means the concentration at half of the fitted maximal effect; on the % scale 0 is the no-effect control and ±100 the full control effect; nearly all actives have a fitted effect of over 60% in size; inactives centre near -12
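High-throughput fluorogenic screen: 1nM USP1/UAF1 complex, Ub-Rho substrate 150nM final, 50mM HEPES pH 7.8 with 0.5mM EDTA, 0.1 mg/ml BSA, 1mM TCEP and 0.01% Tween-20.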
PI4K2A inh: PI4K2A (human) kinase inhibition. hit rate 0.13% among 420,000. AID 1346378. activity change, negative = inhibition, % at 76.9 µM. purified PI4K2A, ADP-Glo luminescence, 1 h; active compounds read low. Q9BTU6; in the data active means activity change below about -50%; inconclusive means mostly about -30% to -49%;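 further: -100% = wells without enzyme as full effect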
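Compounds are screened against recombinant PI4K2A using PI as substrate and ATP, the latter dispensed at 300 microM. Reactions run one hour at ambient temperature before ADP-Glo detection; full inhibition defined by wells lacking enzyme.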
IDH1 R132H inh: human IDH1 R132H inhibition; Potency, µM (highest dose often 76.6 µM), for the others: at the top dose activity change, negative = inhibition, most hits filed as inhibitors; AID 602179; hit rate 0.093% among 390,000; IDH1-R132H enzyme, NADPH consumption, diaphorase/resazurin fluorescence; further: potency means the concentration at half of the fitted maximal effect; on the % scale 0 is the no-effect control and ±100 the full control effect; nearly all actives have a fitted effect of over 65% in size
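IDH1-R132H (0.5 ug/mL) preincubated 30 min with compound, then NADPH (0.016 mM) and alpha-KG (2 mM) added; 80 min at RT, pH 7.5. Remaining NADPH coupled via diaphorase/resazurin to fluorescence (540/590 nm); concentration-response curves normalized to no-enzyme control.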
LDHA inh: blocks human lactate dehydrogenase A; P00338; purified LDHA, NADH/diaphorase-resazurin fluorescence; active compounds read low; activity change, % (values are at about 110 or 230 µM); hit rate 0.15% among 480,000; in the data active means activity change below about -30%; inconclusive means mostly about -25% to -30%;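 further: plate controls were DMSO wells for no effect and wells without enzyme for full effect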
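Resorufin fluorescence (ex540/em590), read at 0 and 20 min after diaphorase/resazurin addition, reports the NADH left after a 5 min room-temperature reaction of 2 nM human LDH5 with 0.06 mM NADH and 0.2 mM pyruvate.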
Glioma ERSR ind: inducers of ER stress response in human glioma cells | U87-MG GRP78 promoter luciferase reporter, 16 h | Potency, µM, for inactives: at the top dose activation, most hits filed as activators | hit rate 0.02% among 420,000; further: potency means the concentration at half of the fitted maximal effect; series mostly up to about 76 µM; % of control where 0% means no effect; nearly all actives have a fitted effect of over 35% in size
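ERSR induction read as luciferase luminescence (Bright-Glo, 10 min at room temperature) in stably transfected human U87-MG glioma cells exposed to compounds for 16 h, using GRP78 as sensor.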
TrxR1 substrate: is turned over as a substrate by rat TrxR1; purified TrxR1 substrate turnover, NADPH consumption readout; hit rate 0.01% among 390,000; Potency, µM (series often up to 114 µM), for the others: at the highest dose activity change, negative = substrate turnover; further: potency means the concentration at half of the fitted maximal effect; on the % scale 0 is the no-effect control and ±100 the full control effect; nearly all actives have a fitted effect of over 50% in size
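Rat TrxR1, dispensed at 90 nM, was prereduced with 400 uM NADPH (final) for 5 min at ~22 deg C, then incubated with compound 15 min before 400 uM selenite. A first-read NADPH fluorescence drop versus no-compound background flagged substrates.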
RXFP1 agonist: RXFP1 (human) receptor agonism | Q9HBX9 | HEK293T-RXFP1 cAMP TR-FRET, 30 min; response scale: percent of porcine relaxin response, buffer zero | Potency, µM (highest dose often 57.5 µM), for the others: top-dose activation, actives largely listed as activators | hit rate 0.3% among 370,000 | AID 2676; further: potency means the concentration at half of the fitted maximal effect; on the % scale 0 is the no-effect control and ±100 the full control effect; nearly all actives have a fitted effect of over 60% in size; many of its hits are not listed in these tables
Target sequence (Q9HBX9 whole entry, looked up): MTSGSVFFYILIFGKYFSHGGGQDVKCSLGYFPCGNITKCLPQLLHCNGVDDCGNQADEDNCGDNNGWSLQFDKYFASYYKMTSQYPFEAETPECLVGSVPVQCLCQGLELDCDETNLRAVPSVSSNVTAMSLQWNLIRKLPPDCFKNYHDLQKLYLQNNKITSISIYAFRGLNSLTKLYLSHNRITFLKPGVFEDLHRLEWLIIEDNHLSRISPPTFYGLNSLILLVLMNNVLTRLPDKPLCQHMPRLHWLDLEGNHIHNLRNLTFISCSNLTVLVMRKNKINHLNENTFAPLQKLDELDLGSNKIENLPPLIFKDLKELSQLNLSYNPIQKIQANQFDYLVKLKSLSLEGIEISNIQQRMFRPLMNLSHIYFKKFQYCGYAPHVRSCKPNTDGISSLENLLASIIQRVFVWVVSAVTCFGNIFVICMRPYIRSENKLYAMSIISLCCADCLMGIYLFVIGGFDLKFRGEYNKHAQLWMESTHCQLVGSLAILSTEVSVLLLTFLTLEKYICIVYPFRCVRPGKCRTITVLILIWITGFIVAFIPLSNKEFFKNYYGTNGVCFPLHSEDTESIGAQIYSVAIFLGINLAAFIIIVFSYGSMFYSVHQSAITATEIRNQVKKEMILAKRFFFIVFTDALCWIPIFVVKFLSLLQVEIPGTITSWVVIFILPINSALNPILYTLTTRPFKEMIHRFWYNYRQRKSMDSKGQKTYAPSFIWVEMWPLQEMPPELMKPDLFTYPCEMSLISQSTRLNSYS
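HEK293 cells stably expressing RXFP1, treated 30 min at 37C with compounds plus PDE4 inhibitor Ro 20174; cAMP measured by HTRF TR-FRET. Normalized to buffer and 29 nM porcine relaxin; EC50 by Hill fit.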
Vif-A3F inh: inhibitors of Vif-A3F interaction; Potency, µM (doses to about 46.1 µM), inactives show at the highest dose activity, negative = active; hit rate 0.2% among 390,000; HeLa A3F-eYFP + Vif (tagged APOBEC3F with the HIV-1 protein that degrades it), YFP fluorescence increase; further: potency means the concentration at half of the fitted maximal effect; % of control where 0% means no effect; nearly all actives have a fitted effect of over 65% in size
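HeLa cells stably expressing Vif plus C-terminally eYFP-tagged A3F were seeded, incubated overnight at 37 deg C, dosed with compound, incubated overnight again at 37 deg C. Yellow fluorescence (Ex 488/Em 500-530) reported blocked Vif-mediated A3F-eYFP degradation.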
* marks the source's active call; other numbers are inactive results; ? = inconclusive; . = no result given; [ ] = dose if it differs, or a comment. Unless noted, the call rests on the fitted dose curve; in most records, active means well fitted curve in the direction sought with a large enough effect; inconclusive means small, poorly fitted or top-dose-only effect, or another doubt; inactive means no such curve, though single readings can be large; an effect the other way counts as inactive or inconclusive.

Below each compound: RXFP1 agonist	TrxR1 substrate	PI4K2A inh	Vif-APOBEC3G blk	USP1 inh	Vif-A3F inh	IDH1 R132H inh	LDHA inh	Glioma ERSR ind
CCOC(=O)C1(C)CCN1C(=O)c1cccc2ccccc12 (stereo not drawn)
    .	.	-4	-2%	.	.	.	-11	-3%
CCc1nn(CC(=O)NCCCN(C)C2CCCCC2)c(=O)c2cc3occc3n12
    3.4%	-9%	-4	2%	-6%	1%	-5%	-2	-3%
CC1(C)OC2C(CO)OC(n3cnc4c(=S)nc[nH]c43)C2O1 (stereo not drawn)
    0.4%	-3%	-1	-14%	-30%	3%	-2%	-15	13%
Cc1cc(C)c(N=Cc2c(O)n(-c3nccs3)c(=O)c3ccccc23)c(C)c1
    -1.2%	-11%	-4	-7%	-3%	0%	7%	-1	1%
COc1cccc(C(=O)C2CCCN(Cc3cccn3-c3ccccn3)C2)c1 (stereo not drawn)
    -1.8%	-10%[57.1 µM]	-5	1%	-28%	9%	-1%	-1	-4%
CCOC(=O)N1CCN(Cc2nc3cc([N+](=O)[O-])ccc3n2C(C)C)CC1
    -3.0%	-3%	3	0%	-24%	2%	-11%	-1	-2%
Cc1ccc(-c2sc(C(=O)NN)c(C)c2C#N)cc1
    3.0%	6%[57.1 µM]	3	-8%	-21%	-11%	-12%	-3	-4%
Cc1c(Cl)cccc1-n1ncc(C(=O)NC2CCCCC2)c1C1CCN(C(=O)OC(C)(C)C)CC1
    2.2%	4%	1	-3%	?	-2%	-13%	-3	-1%
COc1ccccc1OCCNC(=O)C1CCN(C(C)=O)CC1
    -0.9%	5%[57.1 µM]	-24	-1%	-9%	-15%	-1%	-6	-4%
CCOP(=O)(OCC)C(Nc1ccccc1)c1cccnc1 (stereo not drawn)
    -4.1%	8%	-3	0%	-15%	-5%	10%	1	-4%
O=C(CCl)Nc1cccc(Oc2ccccc2)c1
    1.1%	8%[57.1 µM]	-12	-18%	-4%	-9%	1%	-3	-16%
COc1cccc(NC(=O)CSc2nnc(-c3ccoc3C)n2-c2ccccc2)c1
    0.6%	-3%	-1	-7%	-6%	0%	2%	2	-1%
CC1CCCCN1CCNC(=O)c1ccc2c(c1)N(Cc1cccc(Cl)c1)C(=O)c1ccccc1S2(=O)=O (stereo not drawn)
    .	.	0	3%	-25%	-16%	-5%	-10	-1%
COc1ccc(CNC(=O)c2cc(-c3cccc(Cl)c3)on2)cc1
    6.0%	-9%	5	-6%	-21%	-10%	-3%	-2	-6%
COc1cc2c(cc1OC)C(C(=O)O)C(c1ccc(C)o1)N(C)C2=O (stereo not drawn)
    -1.3%	1%	-1	1%	-19%	.	-5%	2	-4%
Cc1[nH]c(SCC(=O)Nc2cc(C(N)=O)cc(C(N)=O)c2)nc1Cc1ccccc1
    .	7%	16	-2%	-26%	5%	-7%	0	-2%
CC(C)(C(=O)N1CCC1(C)C(=O)NS(=O)(=O)c1ccc(Br)cc1)c1ccccc1 (stereo not drawn)
    .	.	3	4%	.	.	.	0	-2%
O=C(CCn1c(=O)sc2ccccc21)Nc1nc2ccccc2s1
    0.6%	-4%	-2	-8%	-19%	3%	-4%	-1	-1%
CC(OC(=O)CNC(=O)c1ccc(F)cc1)C(=O)Nc1ccc(S(=O)(=O)N2CCOCC2)cc1 (stereo not drawn)
    1.8%	2%	3	-11%	2%	0%	-14%	0	-1%
Cc1ccc(Nc2nc(N)c([N+](=O)[O-])c(NCc3ccco3)n2)cc1
    1.4%	-22%[57.1 µM]	4	-13%	-18%	-5%	-26%	-6	10%
Cc1cccc(N(CC(=O)NCC2CCCO2)C(=O)CCC(=O)Nc2nccs2)c1 (stereo not drawn)
    -1.7%	4%[57.1 µM]	-3	9%	-10%	-2%	-1%	-6	1%
CS(=O)(=O)N(CC(=O)Nc1cc(Cl)ccc1Cl)c1ccccc1Cl
    1.6%	-4%	1	-3%	-14%	0%	8%	1	-6%
CCN(CC)C(=O)c1ccc(/C=C/c2c[nH]c3ccccc23)[n+](C)c1
    -0.1%	?	2	?	?	13µM*	2%	-5	-4%
O=C(COc1ccc(Cl)cc1)Nc1c(-c2cccs2)nc2ccccn12
    0.1%	27%	8	-20%	-10%	?	1%	0	-5%
CCn1c(CNC(=O)COc2ccc(C(C)C)cc2)nnc1SCC(=O)NC1CCCCC1C (stereo not drawn)
    -1.1%	-6%	2	-5%	-7%	-12%	12%	-10	3%
CCOP(=O)(OCC)/C(C#N)=C/c1ccc(-c2ccc(F)cc2F)o1
    6.6%	-5%	-2	-1%	-27%	-7%	11%	-2	-4%
CCN1CCN(CC(=O)N2N=C(c3cccs3)CC2c2ccc(OC)cc2)C(=O)C1=O (stereo not drawn)
    -5.0%	11%[57.1 µM]	-1	-8%	0%	15%	2%	-6	-1%
OCC1CCCN(C(=S)Nc2ccc(Oc3ccccc3)cc2)C1 (stereo not drawn)
    -0.3%	3%[57.1 µM]	-2	5%	-6%	-5%	13%	-6	0%
Cc1c(C(=O)Nc2ccc(C(=O)O)cc2)cnn1C
    2.5%	21%	0	1%	-16%	1%	2%	-1	-1%
CN(c1ccccc1)S(=O)(=O)c1cccc(C(=O)Nc2nn[nH]n2)c1
    -2.7%	7%	-1	8%	-12%	-8%	-15%	-6	-2%
COc1ccccc1NC(=O)COc1ccc(C(F)(F)F)cc1[N+](=O)[O-]
    .	-6%	6	3%	-2%	2%	5%	1	1%
O=[N+]([O-])c1ccc(-c2nnc(-c3ccccc3)c(NCCCO)n2)cc1
    0.5%	-17%	-4	-4%	-10%	0%	-1%	3	-2%
CN(C)S(=O)(=O)c1cccc(NC(=O)COc2ccc(C(=O)c3ccccc3)cc2)c1
    0.6%	-3%	-2	3%	-4%	3%	-4%	-5	0%
CCN(C[C@H]1N[C@@](Cc2ccccc2)(C(=O)OC)[C@H]2C(=O)N(C)C(=O)[C@@H]12)C(=O)Nc1ccc(F)cc1
    .	3%	-4	0%	-17%	2%	0%	2	-1%
Cc1ccc(Nc2nc(N)nc(CN3CCN(C)CC3)n2)cc1
    -1.7%	2%	6	1%	-9%	-3%	2%	0	1%
Cc1cc(NC(=O)C(C)SCC(=O)Nc2ccc(Br)cc2Br)no1 (stereo not drawn)
    -0.4%	5%	2	1%	-13%	-12%	-3%	-5	-3%
S=c1[nH]nc(-c2ccco2)n1/N=C/c1ccc(Cl)c(Cl)c1
    -2.3%	-5%	3	-1%	-4%	?	-5%	-4	-8%

Compounds shown so far that have an aryl methoxy group, in the order listed:
Below each compound: RXFP1 agonist	TrxR1 substrate	PI4K2A inh	Vif-APOBEC3G blk	USP1 inh	Vif-A3F inh	IDH1 R132H inh	LDHA inh	Glioma ERSR ind
COc1cccc(C(=O)C2CCCN(Cc3cccn3-c3ccccn3)C2)c1 (stereo not drawn)
    -1.8%	-10%[57.1 µM]	-5	1%	-28%	9%	-1%	-1	-4%
COc1ccccc1OCCNC(=O)C1CCN(C(C)=O)CC1
    -0.9%	5%[57.1 µM]	-24	-1%	-9%	-15%	-1%	-6	-4%
COc1cccc(NC(=O)CSc2nnc(-c3ccoc3C)n2-c2ccccc2)c1
    0.6%	-3%	-1	-7%	-6%	0%	2%	2	-1%
COc1ccc(CNC(=O)c2cc(-c3cccc(Cl)c3)on2)cc1
    6.0%	-9%	5	-6%	-21%	-10%	-3%	-2	-6%
COc1cc2c(cc1OC)C(C(=O)O)C(c1ccc(C)o1)N(C)C2=O (stereo not drawn)
    -1.3%	1%	-1	1%	-19%	.	-5%	2	-4%
CCN1CCN(CC(=O)N2N=C(c3cccs3)CC2c2ccc(OC)cc2)C(=O)C1=O (stereo not drawn)
    -5.0%	11%[57.1 µM]	-1	-8%	0%	15%	2%	-6	-1%
COc1ccccc1NC(=O)COc1ccc(C(F)(F)F)cc1[N+](=O)[O-]
    .	-6%	6	3%	-2%	2%	5%	1	1%

Screening data from PubChem BioAssay.

Not all compounds are listed. The share of hits here may be higher or lower than overall.
